M1 PAM parental – M1 PAM counterscreen hit in parental CHO-K1 cells | activation, % at 3 µM | ATP EC20, Fluo-8 calcium fluorescence; 0% at ATP EC20, 100% at ATP max | hit rate 0.02% among 360,000 | AID 602247;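 active means activation above the run cutoff, the mean activation of all test compounds plus 3 SD, cut at about 40% in these data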;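 further: peak over basal fluorescence ratio in a 140 s read after ATP addition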
CRFR2-BP antag – blocks CRF-induced signaling of the CRF-BP/CRF-R2 complex; HEK293 CRF-R2/CRF-BP, CRF-induced calcium fluorescence; inhibition, % at 11.8 µM; hit rate 0.59% among 350,000; AID 588475;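 active means inhibition of the ligand-induced calcium signal above about 50% at the single tested concentration, limit read from the data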
CRFBP-R2 agonist – agonists of human CRF-binding protein/CRF-R2 receptor complex. HEK293 CRF-R2/CRF-BP, calcium dye fluorescence (FLIPR); percent of saturating CRF peptide response. activation, % at 13.2 µM. hit rate 0.46% among 350,000;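 active means activation of at least 50%, plus an integration ratio under a set limit after plate pattern correction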;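 further: plate controls were neutral control wells without compound for no effect and CRF at EC100 for full effect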
TAAR1 ag – human TAAR1 agonism. Q96RJ0. CHO RD-HGA16 TAAR1, Fluo-8 calcium fluorescence; vehicle wells 0%, saturating PEA agonist 100%. activation, % at 3 µM. hit rate 0.99% among 360,000;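 active means activation above the mean activation of all test compounds in the run plus 3 SD, cut at about 38% in these data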
Target sequence (Q96RJ0 whole entry, looked up): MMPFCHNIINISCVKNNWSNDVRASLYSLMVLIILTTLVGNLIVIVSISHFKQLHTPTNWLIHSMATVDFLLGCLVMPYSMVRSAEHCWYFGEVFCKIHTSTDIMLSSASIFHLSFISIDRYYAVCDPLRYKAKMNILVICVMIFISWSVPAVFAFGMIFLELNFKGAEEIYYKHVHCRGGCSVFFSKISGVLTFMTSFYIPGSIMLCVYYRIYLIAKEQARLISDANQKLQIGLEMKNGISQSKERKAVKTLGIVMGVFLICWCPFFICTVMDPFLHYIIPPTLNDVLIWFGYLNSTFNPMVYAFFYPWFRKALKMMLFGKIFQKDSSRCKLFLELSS
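Assay system – CHO-derived RD-HGA16 cells with stable Gα16 and human TAAR1 · Compound dosing – one-point dosing at 3 µM (nominal) · Incubation – 17-24 h seeding, 75 min 37 °C dye, 30 min RT · Measured by – kinetic Fluo-8 calcium fluorescence · Control set – DMSO vehicle as 0%, PEA at EC100 as 100% · Repeats – single well for each compound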
CHRM4 PAM – CHRM4 positive allosteric modulation | P08173 | CHO-K1 hM4/Gqi5, Fluo-8 calcium fluorescence, ACh EC20; 0% = ACh EC20, 100% = maximal ACh | activation, % at 3 µM | hit rate 0.4% among 360,000;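 active means activation above its plate's cutoff, the mean activation of sample wells plus 3 SD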; further: some results filed as inactive read as strong as hits
Target sequence (P08173 whole entry, looked up): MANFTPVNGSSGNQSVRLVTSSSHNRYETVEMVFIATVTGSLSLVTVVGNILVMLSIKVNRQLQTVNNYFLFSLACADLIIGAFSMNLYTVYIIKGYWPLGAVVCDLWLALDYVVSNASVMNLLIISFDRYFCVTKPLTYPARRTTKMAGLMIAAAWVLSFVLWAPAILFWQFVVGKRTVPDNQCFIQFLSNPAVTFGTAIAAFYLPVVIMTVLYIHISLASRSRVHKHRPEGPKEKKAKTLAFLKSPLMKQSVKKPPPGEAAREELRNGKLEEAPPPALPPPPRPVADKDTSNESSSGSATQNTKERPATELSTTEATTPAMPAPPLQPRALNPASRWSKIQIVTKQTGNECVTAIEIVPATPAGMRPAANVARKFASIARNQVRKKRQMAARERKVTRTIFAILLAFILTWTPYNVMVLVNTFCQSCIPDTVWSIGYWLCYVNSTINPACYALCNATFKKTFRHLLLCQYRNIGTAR
M5 PAM – CHRM5 positive allosteric modulation | P08912 | CHO-K1 hM5, Fluo-8 calcium, ACh EC20 PAM; 0% = ACh EC20, 100% = ACh EC100 | activation, % at 3 µM | hit rate 0.3% among 360,000 | AID 624038;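 active means activation above the run cutoff, the mean activation of all test compounds plus 3 SD, cut at about 18% in these data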
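System: CHO-K1 cell line with stable human muscarinic M5 receptor expression | Also added: EC20 acetylcholine as agonist stimulus | Compound: One concentration, 3 µM final (nominal) | Timing: Fluo-8 loading 80 min at 37 °C plus 30 min room temperature | Measured by: Fluo-8 calcium dye fluorescence, kinetic read | Read-out basis: % activation, ACh-normalized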
M5 ag – CHRM5 agonism in calcium assay | CHO-K1 hM5 cells, Fluo-8 calcium fluorescence; 0% DMSO wells, 100% maximal acetylcholine response | AID 624037 | hit rate 0.19% among 360,000 | P08912 | activation, % at 3 µM;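 active means activation above the run's mean over test compounds plus 3 SD, cut at about 23% in these data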;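 further: signal is peak over basal fluorescence ratio across the kinetic read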
CHRM5 antagonist – blocks acetylcholine activation of human M5 receptor; inhibition, % at 3 µM; hit rate 0.59% among 360,000; CHO-hM5 cells, Fluo-8 calcium fluorescence, ACh EC80; P08912;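 active means inhibition above a per-plate cutoff, the mean of that plate's test compounds plus 3 SD, cut at about 27% in these data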;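 further: 0% = acetylcholine EC80 with DMSO and 100% = DMSO without agonist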
TAAR1 antagonist – human TAAR1 antagonism | CHO RD-HGA16 TAAR1, Fluo-8 calcium fluorescence, antagonist | inhibition, % at 3 µM | AID 624466 | hit rate 1.5% among 360,000;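 active means inhibition above a per-plate cutoff, the mean inhibition of test compounds on that plate plus 3 SD, cut at about 49% in these data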;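 further: 0% = DMSO plus EC80 beta-PEA response and 100% = DMSO alone without agonist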
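Material: RD-HGA16 CHO cells with stable hTAAR1 and Gα16; Dosing: single nominal final test compound concentration of 3 µM; Schedule: seeding 17-24 h prior, 75-min 37 °C, 30-min RT dye loading; Detection: kinetic Fluo-8 calcium fluorescence measurement; Measure: % inhibition from peak post-agonist over basal fluorescence ratio; Benchmarks: vehicle and agonist controls.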
The depositor's hits bear a star.

Preview, 16 compounds:
SMILES	M1 PAM parental	CRFR2-BP antag	CRFBP-R2 agonist	TAAR1 ag	CHRM4 PAM	M5 PAM	M5 ag	CHRM5 antagonist	TAAR1 antagonist
COc1ccc(/C=C/C(=O)Nc2ccc(C)cc2)cc1S(=O)(=O)N1CCOCC1	13	-16	-2.3	2	-7	-10	-4	20	-20
CCNc1nc(N)c(C(=C(C#N)C#N)c2ccccc2)s1	23	4	-1.6	9	-4	-4	-1	6	26
CCCCCC(=O)Nc1nc(C)c(-c2csc(Nc3cc(OC)ccc3OC)n2)s1	17	-12	1.8	3	-4	-4	0	5	27
Cc1ccc(S(=O)(=O)N2CCC(C(=O)N3CCN(c4ccccn4)CC3)CC2)cc1	9	-10	-0.3	2	-6	-4	-3	18	-10
Cc1ccc(N=C2SC(C(=O)NCCc3ccccc3)CC(=O)N2C)cc1C (stereo unspecified)	17	12	0.0	1	-20	-7	-13	17	-7
CN=c1scc(-c2ccccc2F)n1/N=C/c1ccc(O)c(O)c1O	10	-51	0.1	20	2	-3	12	14	14
COc1cc2nc(CN(C)Cc3ccc(C(C)(C)C)cc3)[nH]c(=O)c2cc1OC	14	-1	0.0	3	-6	1	-1	-11	5
Cc1ccc2c(c1)C1CN(C)CCC1N2S(=O)(=O)c1ccc(C(C)C)cc1 (stereo unspecified)	6	-9	0.9	8	2	0	-4	-1	-27
NC(=O)NC(=O)COC(=O)CN1C(=O)C2CCCCC2C1=O (stereo unspecified)	23	-14	3.6	1	16	3	-1	-3	-7
O=C(Cc1c(F)cccc1Cl)Nc1ccc(S(=O)(=O)Nc2nccs2)cc1	4	3	-0.6	4	2	10	-3	1	-11
NC(=O)c1ccc[n+](CC(=O)c2cccc([N+](=O)[O-])c2)c1	13	26	-2.5	4	1	2	-6	-2	-4
N#Cc1ccc(-c2ccc(OCC(=O)NCCc3ccccc3)cc2)cc1	14	4	-0.6	6	-8	-11	2	1	43
CC1(C)Cc2c(c(N3CCOCC3)nc3sc(C(N)=O)c(N)c23)CO1	-5	-9	1.4	0	-7	-9	0	10	-17
Cc1cc(NC(=O)c2ccccc2)cc(NC(=O)c2ccccc2)c1C	26	12	-0.3	5	2	8	1	-1	-8
CCN(CC)C(=O)CSc1nc2ccccc2n1CC(=O)N1CCN(c2ccccc2OC)CC1	5	-12	-0.5	10	2	-12	-4	-1	13
CSCC[C@H](NC(=O)C1CCN(C(=O)[C@H](Cc2ccccc2)NS(=O)(=O)c2ccc(C)cc2)CC1)C(=O)O	-13	8	-1.3	-1	2	-3	-3	6	-2

The list itself, from the start:
SMILES	M1 PAM parental	CRFR2-BP antag	CRFBP-R2 agonist	TAAR1 ag	CHRM4 PAM	M5 PAM	M5 ag	CHRM5 antagonist	TAAR1 antagonist
COc1ccc(/C=C/C(=O)Nc2ccc(C)cc2)cc1S(=O)(=O)N1CCOCC1	13	-16	-2.3	2	-7	-10	-4	20	-20
CCNc1nc(N)c(C(=C(C#N)C#N)c2ccccc2)s1	23	4	-1.6	9	-4	-4	-1	6	26
CCCCCC(=O)Nc1nc(C)c(-c2csc(Nc3cc(OC)ccc3OC)n2)s1	17	-12	1.8	3	-4	-4	0	5	27
Cc1ccc(S(=O)(=O)N2CCC(C(=O)N3CCN(c4ccccn4)CC3)CC2)cc1	9	-10	-0.3	2	-6	-4	-3	18	-10
Cc1ccc(N=C2SC(C(=O)NCCc3ccccc3)CC(=O)N2C)cc1C (stereo unspecified)	17	12	0.0	1	-20	-7	-13	17	-7
CN=c1scc(-c2ccccc2F)n1/N=C/c1ccc(O)c(O)c1O	10	-51	0.1	20	2	-3	12	14	14
COc1cc2nc(CN(C)Cc3ccc(C(C)(C)C)cc3)[nH]c(=O)c2cc1OC	14	-1	0.0	3	-6	1	-1	-11	5
Cc1ccc2c(c1)C1CN(C)CCC1N2S(=O)(=O)c1ccc(C(C)C)cc1 (stereo unspecified)	6	-9	0.9	8	2	0	-4	-1	-27
NC(=O)NC(=O)COC(=O)CN1C(=O)C2CCCCC2C1=O (stereo unspecified)	23	-14	3.6	1	16	3	-1	-3	-7
O=C(Cc1c(F)cccc1Cl)Nc1ccc(S(=O)(=O)Nc2nccs2)cc1	4	3	-0.6	4	2	10	-3	1	-11
NC(=O)c1ccc[n+](CC(=O)c2cccc([N+](=O)[O-])c2)c1	13	26	-2.5	4	1	2	-6	-2	-4
N#Cc1ccc(-c2ccc(OCC(=O)NCCc3ccccc3)cc2)cc1	14	4	-0.6	6	-8	-11	2	1	43
CC1(C)Cc2c(c(N3CCOCC3)nc3sc(C(N)=O)c(N)c23)CO1	-5	-9	1.4	0	-7	-9	0	10	-17
Cc1cc(NC(=O)c2ccccc2)cc(NC(=O)c2ccccc2)c1C	26	12	-0.3	5	2	8	1	-1	-8
CCN(CC)C(=O)CSc1nc2ccccc2n1CC(=O)N1CCN(c2ccccc2OC)CC1	5	-12	-0.5	10	2	-12	-4	-1	13
CSCC[C@H](NC(=O)C1CCN(C(=O)[C@H](Cc2ccccc2)NS(=O)(=O)c2ccc(C)cc2)CC1)C(=O)O	-13	8	-1.3	-1	2	-3	-3	6	-2
CCOc1ccc(N(CC(=O)Nc2ccc(CC)cc2)S(=O)(=O)c2c(C)[nH]c(=O)[nH]c2=O)cc1	-22	1	-1.2	1	0	10	-1	-13	-17
Cc1ccc2[nH]c(=O)c(CN(Cc3cccs3)Cc3nnnn3CC3CCCO3)cc2c1 (stereo unspecified)	21	-22	3.2	1	6	-6	3	-3	-1
COc1ccc(N2CCN(C(=O)c3ccc(N4C(=O)NC5CC4(C)Oc4ccccc45)cc3)CC2)cc1 (stereo unspecified)	19	-3	-0.6	24	3	-13	-4	-4	23
O=C(O)c1cccc(C(=O)O)c1	3	-6	-0.5	1	6	3	1	2	-8
CCC(C)NCCCOc1ccc([N+](=O)[O-])cc1 (stereo unspecified)	19	6	1.4	4	10	0	-3	-4	-4
Cc1nc(NCCc2ccccc2)sc1C(=O)O	19	-2	-1.7	30	4	9	-1	2	0
Cc1cc(C)c(CN2CCN(C(=O)Cn3ccc(NC(=O)OCc4ccccc4)nc3=O)CC2)c(C)c1	2	14	0.2	5	5	-1	-2	9	9
O=C(NCCC1=CCCCC1)c1ccc(=O)oc1	-1	-8	-2.5	11	14	2	0	0	8
CC(=O)NCCc1cc2ccc(C)c(C)c2[nH]c1=O	-4	6	-1.7	0	6	-7	0	2	-6
OCCC1CN(Cc2nc(-c3ccccc3)cs2)CCN1C1CCCC1 (stereo unspecified)	12	-2	1.1	0	-57	-9	-14	11	-17
O=c1oc2ccccc2cc1-c1cn2ccccc2n1	-6	-26	-0.8	2	5	4	1	-16	13
CCCN(CC(=O)Nc1ccccc1C)C(=O)COC(=O)CSc1ccc([N+](=O)[O-])cc1	-17	16	-0.2	3	0	-4	4	3	-5
Cc1nc(NS(=O)(=O)c2ccccc2)sc1NC(=O)Nc1ccc(Cl)cc1	-3	0	-0.5	4	6	-5	2	-1	-24
O=C(CN1CCCCC1)Nc1ccc(S(=O)(=O)NC2CCCCC2)cc1	18	-28	-1.7	10	-4	3	2	-11	-19
COc1ccc(CCC(=O)NNC(=O)Nc2cc(Cl)ccc2C)cc1	8	19	0.1	-1	4	-1	-4	17	-11
COc1ccc(C(=O)NCc2nnc(SCC(=O)N3CCc4ccccc43)n2CCc2ccccc2)cc1	-3	-9	-1.4	7	-1	-3	-1	2	-11
CC(C)c1cc(NC(=O)c2ccccc2)cc(C(C)C)c1O	15	82*	-2.8	-2	0	-3	-7	-4	16
N#CN=C1CCCCCN1CC(N)=O	11	-2	0.0	14	6	0	-1	-6	-12
CN(C)Cc1ccccc1Sc1cccc2ccccc12	28	-22	0.1	6	-5	-4	-6	8	11
O=[N+]([O-])c1ccc(Cl)cc1CN1CCCCCC1	0	2	0.5	-1	-1	2	-13	0	-18
COCc1cc(CNC(=O)C2CCC(=O)N(Cc3ccccc3F)C2)[nH]n1 (stereo unspecified)	-19	8	0.7	5	-8	-6	-3	17	-9
COc1cccc(C(=O)Nc2ccccc2OC(F)(F)F)c1	21	5	0.0	7	-4	-3	-3	-2	6
COc1ccc(CNC(=O)C2=CC(c3ccc(C)cc3)=NS(=O)(=O)N2C)cc1	12	21	-1.4	0	-4	-11	1	5	5
COc1ccc(NC(=O)N(Cc2ccc3c(c2)OCO3)C2CC(=O)N(c3ccc(OC)cc3)C2=O)cc1 (stereo unspecified)	1	18	-1.7	13	-2	-2	4	4	34
COc1cccc(-c2cc(-c3cccnc3)nc(N)c2C#N)c1	-20	22	-0.6	3	4	-2	-5	4	24
COc1ccccc1OCc1nc(C#N)c(NCCCn2ccnc2)o1	-5	-7	0.7	2	0	2	-6	-6	-16
CC1CCN(S(=O)(=O)c2cc(C(=O)N3CCN(c4ncccn4)CC3)ccc2Br)CC1	11	7	1.1	4	-7	-12	2	9	-7
Cc1cc2nccc(-c3ccc(F)cc3)n2n1	-1	8	-2.1	-1	3	-3	-4	11	-11
COc1cc(OC)cc(C(=O)OCC(=O)Nc2cccc(C(C)=O)c2)c1	-20	3	-0.3	3	-12	1	0	-7	5
CCc1ccc(-c2cc(C)no2)cc1S(=O)(=O)NCCCN1CCN(c2ccccc2)CC1	-6	-12	1.0	3	-13	-15	1	29*	32
CCOc1cc(C(=O)Nc2ccc3c4c(cccc24)C(=O)N3CC)cc(OCC)c1OCC	18	26	7.3	2	14	-2	-2	5	3
CCOc1ccccc1CN1CCC(O)CC1	9	-15	1.2	13	5	-4	3	2	-3
COC(=O)c1cccc(N(CC(=O)NCC2CCCO2)C(=O)CCC(=O)Nc2cc(C)on2)c1 (stereo unspecified)	-1	0	-0.8	1	-9	6	-3	4	2
O=C(NCCCN1CCOCC1)c1cccc(S(=O)(=O)N2CCN(c3ccccc3)CC2)c1	7	-4	0.2	0	-3	1	-4	9	-5
O=C(CCn1nc(-c2ccc(Cl)cc2)c2ccccc2c1=O)NN1CCOCC1	10	2	0.5	1	-5	-9	-1	10	-4
COCCN(C(=O)COC(=O)CCC1CCCCC1)c1c(N)n(Cc2ccccc2)c(=O)[nH]c1=O	-5	-13	-1.0	1	-6	-6	0	16	-6
O=C(c1cccc(S(=O)(=O)N2CCCCC2)c1)N1CCc2ccccc21	13	-10	0.4	5	-2	-8	-2	-4	-8
CC(C)(C)c1ccc(S(=O)(=O)N2CC(C(=O)O)Oc3ccc(Cl)cc32)cc1 (stereo unspecified)	0	9	-1.1	8	5	3	-3	3	-10
